TCR-CD3 inh – blocks the human TCR-CD3 interaction | TAMRA-labeled TCR probe fluorescence, biochemical | 360,000 tested, 0.37% active | inhibition, % at 9.4 µM; in the data active = inhibition above about 19%;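 also: recombinant mutant TCR 2C K166C tagged with TAMRA read by polarization; 0% = receptor in buffer alone and 100% = receptor with positive control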
UHRF1 binding – blocks human UHRF1 binding to methylated DNA | Q96T88 | UHRF1 binding to methylated oligo, TR-FRET | inhibition, % at 4.4 µM | 370,000 tested, 0.75% active | AID 687016; in the data active = inhibition above about 21%;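 also: UHRF1 SRA domain binding a hemimethylated CpG hairpin DNA probe; 0% = median of test compound wells and 100% = reference inhibitor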
SIAE inh – blocks human sialic acid acetylesterase. inhibition, % at 9.66 µM. 370,000 tested, 0.69% active. SIAE FP-Rh probe binding, fluorescence polarization;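 active = inhibition above a cutoff: mean of compounds within the control limits plus 3 SD of those, cut at about 17% in these data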;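 also: 0% = plate median of compound wells and 100% = probe without SIAE protein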
GC-B act – GC-B (human) receptor activation | P20594 | HEK293-GC-B cells, CNP EC30, cGMP TR-FRET; 0% at EC30 CNP, 100% saturating CNP | activation, % at 10 µM | 370,000 tested, 0.11% active | AID 1920062;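 active = activation at 10 µM reaching about 35% in either raw or pattern-adjusted values, limit read from the data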
Target sequence (P20594 whole entry, looked up): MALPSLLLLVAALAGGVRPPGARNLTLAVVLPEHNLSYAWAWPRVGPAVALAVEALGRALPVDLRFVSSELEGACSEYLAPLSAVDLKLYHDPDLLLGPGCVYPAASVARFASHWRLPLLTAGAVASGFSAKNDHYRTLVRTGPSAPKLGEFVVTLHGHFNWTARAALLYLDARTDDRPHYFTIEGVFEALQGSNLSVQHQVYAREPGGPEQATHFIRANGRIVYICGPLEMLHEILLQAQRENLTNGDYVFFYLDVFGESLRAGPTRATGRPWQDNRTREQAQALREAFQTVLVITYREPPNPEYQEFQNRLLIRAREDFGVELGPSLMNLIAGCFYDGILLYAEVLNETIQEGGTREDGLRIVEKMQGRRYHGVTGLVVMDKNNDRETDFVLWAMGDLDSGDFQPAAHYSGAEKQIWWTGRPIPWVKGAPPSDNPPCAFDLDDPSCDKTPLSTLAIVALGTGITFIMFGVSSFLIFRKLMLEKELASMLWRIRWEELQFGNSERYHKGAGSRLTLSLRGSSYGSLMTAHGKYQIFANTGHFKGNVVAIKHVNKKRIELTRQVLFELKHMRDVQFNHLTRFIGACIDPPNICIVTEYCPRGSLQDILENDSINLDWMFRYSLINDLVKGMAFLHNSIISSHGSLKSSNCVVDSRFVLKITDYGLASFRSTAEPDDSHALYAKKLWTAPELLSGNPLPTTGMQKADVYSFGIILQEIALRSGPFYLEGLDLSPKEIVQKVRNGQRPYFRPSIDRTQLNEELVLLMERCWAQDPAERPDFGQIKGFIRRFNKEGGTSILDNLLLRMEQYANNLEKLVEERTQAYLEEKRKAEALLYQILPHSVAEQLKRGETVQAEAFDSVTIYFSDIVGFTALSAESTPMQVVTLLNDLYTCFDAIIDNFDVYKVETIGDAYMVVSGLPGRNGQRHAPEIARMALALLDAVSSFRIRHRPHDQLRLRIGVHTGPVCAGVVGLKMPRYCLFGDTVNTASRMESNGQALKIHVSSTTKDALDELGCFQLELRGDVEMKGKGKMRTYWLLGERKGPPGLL
PRMT1 inh – blocks human protein arginine methyltransferase 1. recombinant PRMT1, activity-based probe fluorescence polarization. inhibition, % at 2.79 µM. 370,000 tested, 1.3% active. AID 652257;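 active = inhibition above about 21% made by adding two undisclosed values, limit read from the data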
HTRA1 inh – HTRA1 (human) protease inhibition; recombinant HTRA1, FP-rhodamine activity-based probe, fluorescence polarization; inhibition, % at 5.96 µM; 340,000 tested, 0.5% active; AID 504803; in the data active = inhibition above about 36%;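 also: 0% = enzyme with DMSO and 100% = wells lacking enzyme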
GC-A act – GC-A (human) enzyme activation; 370,000 tested, 0.14% active; P16066; activation, % at 10 µM; HEK293 GC-A cells, cGMP TR-FRET, EC30 ANP; 0% at EC30 ANP, 100% saturating ANP; AID 1671463; in the data active = activation above about 40%
mABHD4 FP – inhibits mouse alpha/beta hydrolase domain 4; AID 720543; 370,000 tested, 0.54% active; purified mABHD4, FP-Rh probe fluorescence polarization; inhibition, % at 8.92 µM; Q8VD66;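 active = inhibition exceeding the mean over every tested compound plus 3 SD, cut at about 30% in these data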;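 also: 0% = plate median of compound wells and 100% = S159A mutant with DMSO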
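System: mouse ABHD4 enzyme, wild type / Medium: HEPES pH 7.0, NaCl, Pluronic buffer / Reagent: FP-Rh activity-based fluorescent probe / Control set: S159A mutant high control, sample median low control / Detection: fluorescence polarization with parallel and perpendicular emission, 525/598 nm / Schedule: 45 min + 60 min at 25 °C / Compound dosing: 8.92 µM, single dose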
MBD2 DNA inh – inhibitors of human MBD2 binding to methylated oligonucleotide | TR-FRET | inhibition, % at 4.4 µM | 370,000 tested, 0.31% active | AID 686964; in the data active = inhibition above about 13%
rCAG binder – molecules binding r(CAG) RNA repeats; r(CAG) RNA repeat, TO-PRO-1 dye displacement fluorescence; inhibition, % at 3 µM; 370,000 tested, 1.3% active; AID 651821;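 active = inhibition above the plate cutoff, the mean of all test compounds on that plate plus 3 SD, cut at about 35% in these data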;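 also: 0% = DMSO alone and 100% = 100 µM mitoxantrone as full dye displacement; higher means more dye released from RNA so lower well fluorescence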
* hit, by the source's call; . = not tested or not shown. These rows are one share of the data; rates above refer to the full screens.

SMILES	TCR-CD3 inh	UHRF1 binding	SIAE inh	GC-B act	PRMT1 inh	HTRA1 inh	GC-A act	mABHD4 FP	MBD2 DNA inh	rCAG binder
CCC(CC)COC(=O)C1=C(C)NC(=O)NC1c1ccc(OC)cc1 (stereo unspecified)	-10	3	-4	-3	-1	-15	-11	-5	0	-9
CC(C)(C)C(=O)CSc1nc(N)cc(=O)[nH]1	7	-2	-1	1	-1	-2	-1	0	-3	-2
CCN(CC(=O)Nc1ccccc1OC)CC(=O)Nc1c(Cl)ccc(C)c1Cl	0	3	1	-3	6	0	-5	-1	4	-6
COc1cc2ncnc(NCc3ccccc3)c2cc1OC	2	0	5	2	0	8	12	3	2	-4
CCc1nnc(NC(=O)COc2ccc3ccccc3c2)s1	1	0	-3	-5	16	-20	2	4	-1	7
CCOC(=O)c1ccc(NC2=CC(=O)CC(c3ccco3)C2)cc1 (stereo unspecified)	-3	2	7	-7	7	-4	1	7	9	-3
CN(C)c1ccc(C(CNC(=O)c2ccc(F)cc2)c2c[nH]c3ccccc23)cc1 (stereo unspecified)	-4	3	7	-8	6	3	-8	-3	-5	7
CCOC(=O)C1CCN(C(=O)C2CCN(S(=O)(=O)c3cccc4nsnc34)CC2)CC1	0	-1	-3	-2	-4	6	-2	2	-3	-3
O=C(NCc1ccncc1)c1csc([C@@H]2O[C@H](CO)[C@@H](O)[C@H]2O)n1	-5	2	0	5	-2	.	0	-1	3	3
COc1ccc2ccccc2c1/C=N/NC(=S)Nc1cc(S(=O)(=O)N2CCOCC2)ccc1N1CCOCC1	4	0	1	18	-2	-21	16	6	-3	17
Cc1cccc(-c2nc(CC(=O)Nc3cccc(S(=O)(=O)NC4=NCCC4)c3)cs2)c1	-3	-3	-5	-3	-3	-9	0	-1	-2	6
CCCn1c(=N)c(C(=O)NC2CCCC2)cc2c(=O)n3cccc(C)c3nc21	7	-2	-2	1	-2	-1	7	5	-9	13
COc1cc(C(=O)O)nc2ccccc12	1	1	0	0	3	3	0	-3	2	1
Fc1ccc(-c2nn(-c3ccccc3)cc2CNCc2ccccc2)cc1	1	0	-15	-8	0	.	-2	6	5	1
CCN(c1ccccc1)S(=O)(=O)c1ccc(Cl)c(NC(=O)CSc2nncs2)c1	-2	2	-1	6	2	-22	5	-6	0	6
CS(=O)(=O)N(CCc1ccccc1)CC(=O)NCC1CCCO1 (stereo unspecified)	4	2	2	-2	0	-2	1	0	-5	1
O=C1c2cccc3c([N+](=O)[O-])ccc(c23)C(=O)N1c1ccc(Cl)cn1	1	-2	1	0	10	2	22	7	0	-14
CCc1nn(C(CC)C(=O)NCc2cccc(OC)c2)c(=O)c2cc3occc3n12 (stereo unspecified)	-7	-2	8	-7	0	-5	-24	-1	-6	-3
Cc1cc(-c2cccc([N+](=O)[O-])c2)nc2ccccc12	3	-3	5	0	0	-4	7	2	-1	4
O=C1NN(c2ccc(Cl)cc2)C(=O)/C1=C\c1ccc(-c2cccc(C(=O)O)c2)o1	5	28*	-3	0	21	5	-3	23	5	97*
COC(=O)c1[nH]nc2c1C(=O)N(C1CCCCC1)C2=O	-1	1	-2	-2	6	3	-1	3	1	5
CCOC(=O)CCCCC(=O)c1[nH]c(=O)[nH]c1CSCCO	4	-1	-8	5	2	-4	-1	4	-3	-2
CC1CCc2cc(F)ccc2N1C(=O)c1ccc2c(c1)OCO2 (stereo unspecified)	7	1	6	-7	-2	1	-10	1	-2	-4
O=C(c1ccccc1)C1C(=O)c2ccccc2C1=O	-4	-6	2	4	3	1	-1	0	-7	4
COCCSc1nnc(NC(=O)C(C)(C)C)s1	4	-3	-7	4	-4	5	-1	3	2	-2
O=C(OCCCN1CCCC1)C1(c2ccccc2)CCCC1	0	0	0	2	1	3	-1	2	1	-1
CCO[C@H]1OC(C(=O)N2CCCCCCC2)=C[C@@H](c2csc3ccccc23)[C@@H]1CCCO	-3	-2	3	-14	0	-23	-6	-2	-5	-3
COc1ccc(Cl)cc1-c1cc(C(=O)N[C@H](C)c2ccccc2)[nH]n1	2	8	-7	6	-6	.	10	-26	2	-2
Cc1ccc(NC(=S)NC2CCCC2)cc1C	1	0	-3	2	1	4	0	-6	-3	-4
Cc1cc(S(=O)(=O)Nc2noc3ccccc23)ccc1F	0	1	6	-5	3	-2	-1	5	3	-1

2 entries drawn at random from the list so far, as already listed:
SMILES	TCR-CD3 inh	UHRF1 binding	SIAE inh	GC-B act	PRMT1 inh	HTRA1 inh	GC-A act	mABHD4 FP	MBD2 DNA inh	rCAG binder
CCN(CC(=O)Nc1ccccc1OC)CC(=O)Nc1c(Cl)ccc(C)c1Cl	0	3	1	-3	6	0	-5	-1	4	-6
Cc1cc(S(=O)(=O)Nc2noc3ccccc23)ccc1F	0	1	6	-5	3	-2	-1	5	3	-1

Remaining list, next part:
SMILES	TCR-CD3 inh	UHRF1 binding	SIAE inh	GC-B act	PRMT1 inh	HTRA1 inh	GC-A act	mABHD4 FP	MBD2 DNA inh	rCAG binder
COc1ccc(NC(=O)CN(Cc2ccco2)Cc2ccco2)cc1S(=O)(=O)N1CCCCC1	3	4	-6	2	3	-14	-1	-5	2	3
COc1ccc(CN2CCS(=O)(=O)CC2)cc1OC	-5	3	-1	4	3	-1	1	5	5	-2
CCOC(=O)C1=C(C)N(C)C(=O)C1CC(=O)O (stereo unspecified)	-5	4	9	5	-1	1	4	-4	-6	-1
O=C(CCCOc1ccc(Cl)cc1Cl)Nc1ccncc1	3	-2	-6	-7	-2	-20	17	-5	1	-2
NC(=O)N/N=C\c1cc(Br)ccc1O	-2	-5	-1	6	-2	6	-2	1	-8	1
CCCC(C)NC(=O)COC(=O)c1ccc(Cl)c(S(N)(=O)=O)c1 (stereo unspecified)	-3	4	0	3	1	7	2	-3	6	2
CC1CN(CCc2ccccc2)c2nc3c(c(=O)[nH]c(=O)n3C)n2C1 (stereo unspecified)	-9	2	8	6	1	-1	6	3	1	-9
O=C(c1[nH]c(C(F)(F)F)nc1-c1ccccc1)N1CCC(C(O)(c2ccccc2)c2ccccc2)CC1	4	-3	-4	2	-2	.	0	-11	-5	19
O=C(NC(=S)N1CCc2ccccc21)c1ccccc1Br	4	-1	7	-3	-2	-1	4	-2	-4	3
O=C(O)CCCn1c(=S)[nH]c2c(sc3ccc([N+](=O)[O-])cc32)c1=O	-3	1	2	0	2	8	3	2	0	1
CC(=O)c1ccc(N2CCCCCC2)c(F)c1	2	-1	7	-10	1	-15	0	1	1	-2
COc1cc(C#Cc2c(-c3cncn3C)n(C)c3ccc(-c4ccc(OC)nc4)cc23)cc(OC)c1	-6	7	-10	-12	4	-14	3	-9	0	15
CC1(C)C(C=C(Cl)Cl)C1C(=O)N(Cc1ccc(Cl)cc1)C1CCS(=O)(=O)C1 (stereo unspecified)	-2	1	1	-11	0	-25	-43	-5	-1	-3
C/C(=N\O)c1ccc2c3c([nH]c2c1)CCCC3	2	-3	6	7	0	4	4	8	-1	6
Cc1ccc(C(=O)N/N=C\c2ccccn2)cn1	-4	9	-2	0	-7	4	3	-4	2	1

14 entries from above, bar-delimited.
mol | TCR-CD3 inh | UHRF1 binding | SIAE inh | GC-B act | PRMT1 inh | HTRA1 inh | GC-A act | mABHD4 FP | MBD2 DNA inh | rCAG binder
Cc1cc(S(=O)(=O)Nc2noc3ccccc23)ccc1F | 0 | 1 | 6 | -5 | 3 | -2 | -1 | 5 | 3 | -1
COc1ccc(NC(=O)CN(Cc2ccco2)Cc2ccco2)cc1S(=O)(=O)N1CCCCC1 | 3 | 4 | -6 | 2 | 3 | -14 | -1 | -5 | 2 | 3
COc1ccc(CN2CCS(=O)(=O)CC2)cc1OC | -5 | 3 | -1 | 4 | 3 | -1 | 1 | 5 | 5 | -2
CCOC(=O)C1=C(C)N(C)C(=O)C1CC(=O)O (stereo unspecified) | -5 | 4 | 9 | 5 | -1 | 1 | 4 | -4 | -6 | -1
O=C(CCCOc1ccc(Cl)cc1Cl)Nc1ccncc1 | 3 | -2 | -6 | -7 | -2 | -20 | 17 | -5 | 1 | -2
NC(=O)N/N=C\c1cc(Br)ccc1O | -2 | -5 | -1 | 6 | -2 | 6 | -2 | 1 | -8 | 1
CCCC(C)NC(=O)COC(=O)c1ccc(Cl)c(S(N)(=O)=O)c1 (stereo unspecified) | -3 | 4 | 0 | 3 | 1 | 7 | 2 | -3 | 6 | 2
CC1CN(CCc2ccccc2)c2nc3c(c(=O)[nH]c(=O)n3C)n2C1 (stereo unspecified) | -9 | 2 | 8 | 6 | 1 | -1 | 6 | 3 | 1 | -9
O=C(c1[nH]c(C(F)(F)F)nc1-c1ccccc1)N1CCC(C(O)(c2ccccc2)c2ccccc2)CC1 | 4 | -3 | -4 | 2 | -2 | . | 0 | -11 | -5 | 19
O=C(NC(=S)N1CCc2ccccc21)c1ccccc1Br | 4 | -1 | 7 | -3 | -2 | -1 | 4 | -2 | -4 | 3
O=C(O)CCCn1c(=S)[nH]c2c(sc3ccc([N+](=O)[O-])cc32)c1=O | -3 | 1 | 2 | 0 | 2 | 8 | 3 | 2 | 0 | 1
CC(=O)c1ccc(N2CCCCCC2)c(F)c1 | 2 | -1 | 7 | -10 | 1 | -15 | 0 | 1 | 1 | -2
COc1cc(C#Cc2c(-c3cncn3C)n(C)c3ccc(-c4ccc(OC)nc4)cc23)cc(OC)c1 | -6 | 7 | -10 | -12 | 4 | -14 | 3 | -9 | 0 | 15
CC1(C)C(C=C(Cl)Cl)C1C(=O)N(Cc1ccc(Cl)cc1)C1CCS(=O)(=O)C1 (stereo unspecified) | -2 | 1 | 1 | -11 | 0 | -25 | -43 | -5 | -1 | -3

(next part)
SMILES	TCR-CD3 inh	UHRF1 binding	SIAE inh	GC-B act	PRMT1 inh	HTRA1 inh	GC-A act	mABHD4 FP	MBD2 DNA inh	rCAG binder
O=C(CCNC(=O)C1CCN(S(=O)(=O)c2ccccc2)CC1)NCc1ccc(Cl)c(Cl)c1	-5	-1	6	2	1	-2	4	0	3	-4
COc1ccc(N(CC(=O)N/N=C(\C)c2ccccc2)S(=O)(=O)c2ccccc2)cc1	1	-2	-4	-10	1	-2	-4	2	3	0
Cc1ccccc1-c1nc(CS(=O)CC(=O)NCc2ccc3c(c2)OCO3)c(C)o1 (stereo unspecified)	-1	-3	7	0	1	-6	1	4	0	0
CC1CCCCC1NC(=O)CCn1c(=S)[nH]c2ccccc2c1=O (stereo unspecified)	-5	8	0	1	1	3	0	-2	-1	2
Cc1ccccc1NC(=S)NCC1CCN(C(C)c2ccccc2)C1 (stereo unspecified)	9	-2	4	0	0	1	-2	0	2	-6
CN(C)C(CNC(=O)c1cccc(S(=O)(=O)Nc2ccc(Br)cc2)c1)c1ccco1 (stereo unspecified)	-6	-1	2	3	1	-15	0	10	-2	11
CCN(CC(=O)Nc1ccc(NC(C)=O)cc1)C(=O)/C=C/c1c(C)nn(-c2ccc(F)cc2)c1Cl	7	1	2	2	-5	-18	1	-8	-6	1
NC(=Nc1ccc(Br)cc1)c1ccccc1	-6	1	2	3	2	-6	-6	1	-3	0
CC(=O)N1CCN(CC(=O)Nc2c(Cl)cccc2Cl)CC1	9	-1	7	8	-3	0	4	0	1	-3
Cc1cc(NC(=O)C2CCCCC2C(=O)O)ccc1NC(=O)c1ccccc1 (stereo unspecified)	-1	2	0	0	4	5	1	10	-3	2
Cc1cc(Nc2ccc(C)c(C)c2)n2nc(C)nc2n1	1	1	-5	8	-2	-2	5	2	-5	0
Cc1c(-n2c(SCC(=O)O)nnc2-c2ccccc2Cl)c(=O)n(-c2ccccc2)n1C	-3	1	9	3	4	0	0	2	6	-1

Bioassay records deposited in PubChem by several laboratories.
